# Screens: PubChem, National Center for Advancing Translational Sciences (NCATS)
# Pf Dd2 inh = qHTS Primary assay for Inhibitors of Plasmodium falciparum Dd2 growth in vitro. P. falciparum Dd2 growth, SYBR Green, 72 h. Potency, µM (titrated, usually from 28.9 µM), for inactives: at the top dose activity, negative = inhibition, usual class: inhibitors. hit rate 4.3% among 120,000. AID 1347417, 2020; active = well fitted inhibition curve with a large enough effect; inconclusive = small, poorly fitted or top-dose-only effect; inactive = no such curve, though single readings can be large or run the other way;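 also: plate controls were DMSO vehicle for no effect and reference drug for full effect; nearly all actives have a fitted effect of over 65% in size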
#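 Infected erythrocytes (Dd2, 0.3% parasitemia, 2.5% hematocrit final) are added to compound in RPMI-1640/Albumax II medium, grown 72 h at 37C in low oxygen, then lysed with saponin/Triton-X containing SYBR Green and read by fluorescence.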
# The depositor's hits bear a star; i = inactive; ? = inconclusive; [ ] = another dose, or the depositor's remark. Potency is read from the fitted curve at half-maximal effect. Some of the compounds tested (hit frequency here may not be typical).
SMILES,Pf Dd2 inh
CCOC(=O)N1CCc2c(sc3c2c(=O)n(CCc2ccccc2)c(=O)n3Cc2ccc(C)cc2C)C1,2.5µM*
CCc1nc2c(c(-c3ccc(OC)cc3)n1)CCN(Cc1cccc3ccccc13)CC2,?
O=C(c1ccc(-c2ncc3cnc(-c4ccccc4)cn23)cc1)N1CCc2cccnc21,?
CCc1cccc(NC(=O)C2CCN(C(=O)c3ncn4c3COC(c3ccc(F)cc3)C4)CC2)c1 (stereo not drawn),-17%
Cc1ccc(Nc2c(-c3cccnc3)nc3ccc(Br)cn23)cc1,i
COc1ccc(-c2noc(-c3nnn4c3COC(c3ccc(Cl)cc3)C4)n2)c(OC)c1 (stereo not drawn),?
Cc1ccccc1CN1C(=O)C(O)(CC(=O)c2ccccc2)c2cc(Cl)ccc21 (stereo not drawn),?
Cc1ccc(OCc2nnc(NC(=O)NCCc3cnc[nH]3)s2)cc1,?
COCCNC(=O)c1cc(-c2ccc(OC)cc2)nc2onc(C3CCNC3)c12 (stereo not drawn),-23%
Cc1cccc(CC(=O)NC2CCN(c3cc(-c4cccs4)[nH]n3)C2)c1 (stereo not drawn),i
Cc1cccc(OCCc2noc(C3CN(C(=O)CCC4CCCC4)C3)n2)c1,?
CN(C)c1ccc(NC(=O)c2ccc3c(c2)N(C)C2CCCCN2C3=O)cc1 (stereo not drawn),?
CNC(=O)c1cc(S(=O)(=O)N2CCn3nc(CO)cc3C2)cs1,-13%
O=C(NCCC1CCN(C(=O)Nc2cccc(F)c2)CC1)c1cccs1,?
COc1ccc(CN2CCC3(CC2)C(=O)NCN3Cc2ccc(Cl)cc2)cc1,3.2µM*

# By substructure, those above with fluorine.
SMILES,Pf Dd2 inh
CCc1cccc(NC(=O)C2CCN(C(=O)c3ncn4c3COC(c3ccc(F)cc3)C4)CC2)c1 (stereo not drawn),-17%
O=C(NCCC1CCN(C(=O)Nc2cccc(F)c2)CC1)c1cccs1,?

# Further structures follow.
SMILES,Pf Dd2 inh
COc1ccccc1Cn1c(CNS(=O)(=O)c2ccc(CC(C)C)cc2)nc2cccnc21,i
Cc1ccc(C(=O)N2C[C@@H](Oc3cccnc3)C[C@H]2C(=O)N2CCCC2)s1,9%
COc1ccccc1C(=O)N1CCN(Cc2cc(=O)oc3cc(C)ccc23)CC1,-4%
Cc1cccc(OCc2nc(CC(=O)Nc3ccc(C)c(C)c3)cs2)c1,-8%
O=C1NC(C(=O)N2CCN(Cc3ccccc3)CC2)CN1Cc1ccccc1 (stereo not drawn),-18%
COc1ccc(CN(C(=O)c2cc(=O)c3ccccc3o2)C2CCS(=O)(=O)C2)cc1OC (stereo not drawn),-15%
CC(=O)Nc1ccc(NC(=O)CSc2nc3ccccc3nc2N2CCOCC2)cc1,i
CN1[C@@H](CCC(=O)N2CCOCC2)CNC(=O)[C@@H]2[C@H]1CCN2Cc1ccc(S(C)(=O)=O)cc1,10%
CC(C)c1noc(-c2ccn3c(CNC(=O)c4ccc5ccccc5n4)nnc3c2)n1,?
Cc1cccc(C)c1NC(=O)N1CCC(C(N)=O)(N2CCCCC2)CC1,17%
Cc1cn(CCNC(=O)c2cn(C3CCC(N)CC3)nn2)nn1 (stereo not drawn),-3%
CC(C)NC(=O)C1CCCN(S(=O)(=O)c2ccc3c(ccn3C)c2)C1 (stereo not drawn),45%[activator]
COC(=O)c1ccc2nc(C[C@@H]3C[C@@H](C(C)C)[C@H](CNC(=O)c4cnccn4)C=C3C)[nH]c2c1,-5%
COCCOC1CCOC2(CCN(C(=O)c3ccccc3OC)CC2)C1 (stereo not drawn),-26%
CC(C)C[C@@H]1N[C@H](C(=O)NCCCn2ccnc2)Cc2c[nH]c3cccc1c23,8.9µM*
CCOc1cc(=O)n2c(c1C(=O)NCCCOC(C)C)CCCCC2,-8%
COc1cc(F)cc(-c2cccc(COc3cnc4c(ccn4CC(=O)O)c3)c2)c1,-2%[44.1 µM]
CCOc1ccc(NC(=O)c2cc(C)nc3c2c(C)nn3-c2cccc(F)c2)cc1,40%[activator][5.79 µM]
COc1ccc(-c2ccnc(N[C@H]3CO[C@H]4[C@@H]3OC[C@H]4OC(=O)Nc3cccc4ccccc34)n2)cc1,-21%
CCOc1ccc(NC(=O)c2c(C)oc3nc(C)nc(N4CCOCC4)c23)cc1,10%
Cc1ccc(Nc2sc(C(=O)c3ccccc3)c(N)c2S(=O)(=O)c2ccccc2)c(C)c1,10µM*
Cc1ccc(-c2cc(C(=O)Oc3ccccc3)c3cc(C)ccc3n2)cc1,10%
CCOC(=O)C1CCCN(S(=O)(=O)c2ccc3[nH]c(=O)oc3c2)C1 (stereo not drawn),-14%
CCc1nnc2c(NCCc3ccc(OC)c(OC)c3)nc3ccccc3n12,-6%
CCS(=O)(=O)N1CCC2(CCC2OC)CC1 (stereo not drawn),0%
CCCCNc1ccc2nncn2n1,25%
Cc1ccc(C)c(NC(=O)Cn2c(-c3cccc(Cl)c3)nc(C)c(CCO)c2=O)c1,?
Fc1ccc(-c2ccc3ncc(Nc4ncccn4)n3n2)cc1,1%[44.1 µM]
O=C1CN(Cc2ccc(-c3cc(F)cc(F)c3)cc2)CCN1c1nccc(Cl)n1,?
O=C(CC[C@@H]1CNC(=O)[C@@H]2C[C@H](NC(=O)Nc3cccc(Cl)c3)CN12)NCc1cccs1,i

# Ordered by molecular weight (largest number first): some entries from above
SMILES,Pf Dd2 inh
O=C(CC[C@@H]1CNC(=O)[C@@H]2C[C@H](NC(=O)Nc3cccc(Cl)c3)CN12)NCc1cccs1,i
Cc1ccc(Nc2sc(C(=O)c3ccccc3)c(N)c2S(=O)(=O)c2ccccc2)c(C)c1,10µM*
CCOc1ccc(NC(=O)c2c(C)oc3nc(C)nc(N4CCOCC4)c23)cc1,10%
CCc1nnc2c(NCCc3ccc(OC)c(OC)c3)nc3ccccc3n12,-6%
Cc1ccc(-c2cc(C(=O)Oc3ccccc3)c3cc(C)ccc3n2)cc1,10%
CCS(=O)(=O)N1CCC2(CCC2OC)CC1 (stereo not drawn),0%
CCCCNc1ccc2nncn2n1,25%

# The main list resumes, repeating the seven entries before the break.
SMILES,Pf Dd2 inh
CCc1nnc2c(NCCc3ccc(OC)c(OC)c3)nc3ccccc3n12,-6%
CCS(=O)(=O)N1CCC2(CCC2OC)CC1 (stereo not drawn),0%
CCCCNc1ccc2nncn2n1,25%
Cc1ccc(C)c(NC(=O)Cn2c(-c3cccc(Cl)c3)nc(C)c(CCO)c2=O)c1,?
Fc1ccc(-c2ccc3ncc(Nc4ncccn4)n3n2)cc1,1%[44.1 µM]
O=C1CN(Cc2ccc(-c3cc(F)cc(F)c3)cc2)CCN1c1nccc(Cl)n1,?
O=C(CC[C@@H]1CNC(=O)[C@@H]2C[C@H](NC(=O)Nc3cccc(Cl)c3)CN12)NCc1cccs1,i
C=CCNC(=O)N1CCC(O)(c2csc(CN3CCN(c4ccccn4)CC3)n2)CC1,1%
CCN(CC)CCCNC(=O)c1ccc2c(Cl)c3c(nc2c1)CCCC3,11µM*
COc1ccccc1C(C(=O)O)N1CCC(OCc2cccnc2)CC1 (stereo not drawn),-3%
Cc1ccc(Cn2c(C3CCN(C(=O)c4cccc(Cl)c4)CC3)n[nH]c2=O)cc1,0%
CCOc1ccc(CCNC(=O)c2ccc(CS(=O)(=O)c3ccccc3C)o2)cc1OCC,-11%
COC[C@@H]1CN(C(=O)c2ccccc2OC)C[C@H]1c1ccncc1,-1%
CC(C)N1CCN(C(=O)C2CCN(C(=O)N3CC4CC(C3)[C@H]3CCCC(=O)N3C4)CC2)CC1 (stereo partly drawn),i
O=C(c1cccc(Cl)c1)N1CCN(C(=O)c2nnn3c2COC(c2ccc(Cl)cc2)C3)CC1 (stereo not drawn),-15%
COCCCn1c(=N)c(C(=O)NCC2CCCO2)cc2c(=O)n3cc(C)ccc3nc21 (stereo not drawn),?
CN(Cc1ccccc1)Cc1cn([C@H]2CO[C@H]3[C@@H]2OC[C@@H]3NC(=O)COc2ccccc2)nn1,-23%
COc1ccc(S(=O)(=O)N2CCc3c(C(=O)NCc4ccncc4)cccc32)cc1,?
Cc1cc(Cl)ccc1NS(=O)(=O)c1ccc2c(c1)CCN2S(C)(=O)=O,0%
CN(Cc1ccncc1)Cc1ccc(-c2ccccc2)cc1,?
COc1cccc2c1cc1c(=O)n(CC(=O)N3CCC(C)CC3)nc(C)n12,-12%
Cn1nc(-c2ccc3ccccc3c2)cc1[C@H]1CN2CC[C@H]1C[C@@H]2CNC(=O)Nc1ccccc1,i
O=C1NCCCCCN(C(=O)CN2CCOCC2)[C@H]2CCC[C@@H]12,8%
CCN(CC)C(=O)c1sc2c(c1C)c(=O)n(-c1ccc(OC)cc1OC)c(=O)n2CC(=O)c1ccc(Cl)cc1,?
COC(=O)[C@H](NC(=O)[C@@]1(O)C[C@@H](O)[C@H](O)[C@@H](NC(=O)CC2(CC(=O)O)CCCC2)C1)C(C)C,-8%
CCc1nn(CC(=O)NCCN(CC(C)C)CC(C)C)c(=O)c2cc3sc(C)cc3n12,i
COc1cc2c(cc1OC)C(CNC(=O)c1ccccc1C)N(C(=O)Nc1ccccc1)CC2 (stereo not drawn),?
Cc1ccc(NC(=O)CC2Oc3ccc(C)cc3NC2=O)c(C)c1 (stereo not drawn),4%
CCCC(=O)N1Cc2ccccc2CC2(CCN(Cc3ccc(NC(C)=O)cc3)C2)C1 (stereo not drawn),-27%
O=C(CSCc1ccc(F)cc1)N1CCN(c2ccccc2F)CC1,68%[activator]
COc1ccc(C(=O)N2c3ccc(C)cc3C(C)(c3ccccc3)CC2(C)C)cc1 (stereo not drawn),?
COC(=O)c1ccc(C(=O)OC)c(NC(=O)N2CC3CCCN3c3ccccc32)c1 (stereo not drawn),?
CN1c2cc(C(=O)NCc3cc(F)cc(F)c3)ccc2C(=O)N2CCCCC21 (stereo not drawn),?
CCc1nc(NC(=O)Cn2nc3c(cc2=O)CCCCC3)sc1C,-20%
O=C([C@@H]1C[C@H](F)CN1S(=O)(=O)Cc1ccc(Cl)cc1)N1CCc2ccccc2C1,i
O=C(NCCC1=CCCN(CCCn2cccc2)C1)c1ccco1,i
Cc1ccc(-c2nc(C(=O)NCCc3ccccc3)no2)cc1,i
CCN(CC)C(=O)C(C)[C@@H]1CC[C@@]2(C)CC[C@H](NC(C)=O)[C@@H](C)[C@@H]2[C@H]1O (stereo partly drawn),-19%[44.1 µM]
COCC1CN(C)CC12CCN(C(=O)c1cc(Cl)ccc1OC)CC2 (stereo not drawn),?
CC(=O)Nc1ccc(S(=O)(=O)NCC2CCC(C(=O)NCCc3ccccc3)CC2)cc1 (stereo not drawn),i
CCn1ccc(C(=O)N2C[C@@H](Oc3ccccc3)C[C@H]2C(=O)NC2CC2)n1,-11%
Cc1nc(-c2ccc(F)cc2)n(CC(=O)Nc2cc(C(F)(F)F)ccc2Cl)c(=O)c1CCO,11µM*
COCCN1C(=O)c2oc3cc(C)cc(C)c3c(=O)c2C1c1cccc(O)c1 (stereo not drawn),-13%
CC(=O)N1c2ccc(S(=O)(=O)N3CCN(c4cccc(Cl)c4)CC3)cc2CC1C (stereo not drawn),i
CCCCOc1cccc(C(=O)Nc2cc3nn(-c4ccc(F)cc4)nc3cc2C)c1,2%
CC(=O)c1cc(C(=O)N2CCC(n3nccc3NC(=O)CC(C)C)CC2)cs1,2%
CCN1CCC(N2CC(Oc3cccc(C(=O)NCC4CC4)c3)C2)CC1,5%
Cc1ccc(F)cc1-c1nccc2c(=O)cc(N(C)C)oc12,-1%[44.1 µM]
CCCn1cc(S(=O)(=O)c2ccc(OC)cc2)c(=O)c2cc(F)c(N3CCCCCC3)cc21,11µM*
Cc1c2cnn(-c3ccccc3)c(=O)c2c(C)n1C(C)C(=O)Nc1ccccc1C(F)(F)F (stereo not drawn),?
COc1ccccc1CCC(=O)Nc1ccc(-c2nnc3n2CCCC3)cc1,i
CCOc1ccc(CN2CCc3nc(N4CCN(c5ccccn5)CC4)ncc3C2)cc1OC,-28%
O=C(NCCCn1ccnc1)c1ccc(-c2ncc3cnc(-c4ccccc4)cn23)cc1,?
Cn1nc(C2CCN(C(=O)c3ccccn3)CC2)c2c1CCOC2,8%[5.79 µM]
Cc1cnc(C(=O)NC2C[C@H]3CC[C@@H](C2)N3C(=O)c2ccc(C)s2)cn1 (stereo partly drawn),i
CN1CCC(NCC2(COc3ccc(C(F)(F)F)cn3)C[C@@H](O)[C@@H](O)C2)CC1 (stereo partly drawn),-21%
CCOC(=O)N1CCN(CCC(=O)Nc2cccc(F)c2)CC1,61%[activator]
O=C(NC1CC(c2nnc(CO)n2C2CC2)C1)c1nc2ccccc2[nH]1 (stereo not drawn),?
COC1CCN(C(=O)c2cnc3c(c2)N(Cc2ccccc2)CCC3)CC1,-9%[44.1 µM]
COCCn1c(C)cnc1CCNS(=O)(=O)c1cc(OC)ccc1OC,-22%
O=C(NCc1ccccc1F)C1CCN(c2nnc(-n3cccc3)s2)CC1,-6%
CC(C)c1nn2c(=O)cc(COC(=O)Cc3ccccc3)nc2s1,50%[activator]
COc1ccc(-c2nn(C)c3sc(C(=O)N4CCN(c5cccc(Cl)c5)CC4)cc23)cc1OC,-16%
CCC(Sc1nc2ncccc2o1)C(=O)Nc1ccc(OC)c(OC)c1 (stereo not drawn),-9%
Cc1ccccc1Cc1nc(-c2nnn3c2COC(c2ccc(Cl)cc2)C3)no1 (stereo not drawn),?
OCCOCCn1cnc(-c2ccccc2)c1-c1ccc(-n2cccn2)cc1,-25%
Cc1ccc(C(=O)N(Cc2ccco2)Cc2ccco2)cc1,20%
CC(C)(O)C#Cc1ccc(C(=O)N2CCC(O)(c3ccccn3)CC2)cc1,-5%
CCC(C)NC(=O)c1cc2n(n1)CC(c1ccc3c(c1)OCO3)OC2 (stereo not drawn),?
